Assay outcomes as filed in PubChem BioAssay.
S-ASM inh – Inhibitors of Secretory Acid Sphingomyelinase (S-ASM): qHTS; Sphingomyelin phosphodiesterase (Homo sapiens), P17405; placental ASM, HMU-PC fluorogenic substrate, 60 min; Potency, µM (top dose mostly 57.5 µM), for the others: at the top dose activity change, negative = inhibition, hits mostly inhibitors; 340,000 compounds, 0.006% hits; AID 504937, 2011; note: potency is the fitted concentration of half-maximal effect
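qHTS format. ASM enzyme prepared from human placenta hydrolyses the fluorogenic substrate HMU-PC0 (9 uM final) over 60 min at 37 °C after a 10 min compound preincubation.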
Giardia kill – Small Molecules that selectively kill Giardia lamblia: qHTS; 340,000 compounds, 0.15% hits; Giardia lamblia trophozoite viability; activity change, % at 7.66 µM, hits read low; in the data active = activity change below about -80%; inconclusive = between about -30% and that limit;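 note: parasites exposed to compound for two days anaerobically before the ATP read; % is set by controls: 0 for no effect and ±100 for the full control effect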
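Anaerobic 48 hrs incubation at 37 deg C of 100 trophozoites/well with test compounds; ATPLite 1-Step luminescence, 15-30 min RT, reports cellular ATP as viability.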
B2AR arrestin – qHTS assay of beta-arrestin-biased ligands of beta2-adrenergic receptor. Beta-2 adrenergic receptor (Homo sapiens), P07550. beta-arrestin recruitment to beta2AR, cell-based reporter. Potency, µM (series often up to 46.1 µM), without a hit: at the highest dose activation, usual class: activators. 330,000 compounds, 0.02% hits;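 note: potency is the fitted concentration of half-maximal effect; 0% = DMSO controls and full agonism = EC100 isoproterenol or metaproterenol; nearly all actives have a fitted effect of over 65% in size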
Chronic BCR inh – qHTS Assay to Find Inhibitors of Chronic Active B-Cell Receptor Signaling; ABC-DLBCL IkBa-CBG/CBR reporter, luminescence ratio, 4 h; Potency, µM (doses to about 46.1 µM), for inactives: at the highest dose ratio change, negative = lower green/red ratio, actives largely listed as inhibitors; 340,000 compounds, 0.05% hits; AID 493014, 2011; active = well fitted inhibition curve with a large enough effect in the signal ratio, with a control signal flat, not every such curve was filed as active; inconclusive = small, poorly fitted or top-dose-only effect, or effect the other way, or a change in a side signal; the % refers to the signal ratio;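 note: potency is the fitted concentration of half-maximal effect; plate controls were basal doxycycline-induced cells for no effect and cells given 10 µM MG132 for full effect; MG132 reads +100%, hits lower the ratio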
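Compounds up to 46 uM were incubated four hours with TMD8 cells whose green CBG68 luciferase is fused to IkappaBalpha; red CBR luminescence normalised the signal, and concentration-effect curves were fitted to fusion, red and ratio data.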
GALK inhibitor – qHTS Assay for Inhibitors of Human Galactokinase (GALK); Purified GALK, Kinase-Glo residual ATP luminescence; Potency, µM (series often up to 57.5 µM), without a hit: at the highest dose activity change, negative = inhibition, most hits filed as inhibitors; 270,000 compounds, 0.007% hits; note: potency is the fitted concentration of half-maximal effect; % is set by controls: 0 for no effect and ±100 for the full control effect
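Galactose (100 uM) and ATP (35 uM) were turned over by 5 nM GALK for 1 h at RT. Kinase-Glo Plus then converted the remaining ATP into a luminescent signal.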
Integrin act MD – qHTS for Activators of Integrin-Mediated Alleviation for Muscular Dystrophy; alpha7betagal myoblasts, beta-gal FDG fluorescence, 48 h; Potency, µM (titrated, usually from 38.3 µM), for the others: at the highest dose activation, most hits filed as activators; 350,000 compounds, 0.064% hits;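 note: potency is the fitted concentration of half-maximal effect; 100% = response of the positive control SU9516; nearly all actives have a fitted effect of over 60% in size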
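Alpha7betagal+/- myoblasts (passage 13) were plated 16-24 hr, then exposed to compounds (1:260 dilution of DMSO stock) for 48 hours at 37C. After MPER lysis, β-galactosidase reporter activity was read as FDG fluorescence (ex 480/em 540) after 30 minutes.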
PKM2 act – qHTS Assay for Activators of Human Muscle isoform 2 Pyruvate Kinase | Pyruvate kinase PKM (Homo sapiens), P14618 | purified PKM2, Kinase-Glo ATP luminescence, activation; response scale: 0% is enzyme alone, no compound | Potency, µM (doses to about 57.5 µM), without a hit: top-dose activation, actives largely listed as activators | 260,000 compounds, 0.34% hits; note: potency is the fitted concentration of half-maximal effect; % is set by controls: 0 for no effect and ±100 for the full control effect; nearly all actives have a fitted effect of over 55% in size
Target sequence (P14618 whole entry, looked up, canonical isoform): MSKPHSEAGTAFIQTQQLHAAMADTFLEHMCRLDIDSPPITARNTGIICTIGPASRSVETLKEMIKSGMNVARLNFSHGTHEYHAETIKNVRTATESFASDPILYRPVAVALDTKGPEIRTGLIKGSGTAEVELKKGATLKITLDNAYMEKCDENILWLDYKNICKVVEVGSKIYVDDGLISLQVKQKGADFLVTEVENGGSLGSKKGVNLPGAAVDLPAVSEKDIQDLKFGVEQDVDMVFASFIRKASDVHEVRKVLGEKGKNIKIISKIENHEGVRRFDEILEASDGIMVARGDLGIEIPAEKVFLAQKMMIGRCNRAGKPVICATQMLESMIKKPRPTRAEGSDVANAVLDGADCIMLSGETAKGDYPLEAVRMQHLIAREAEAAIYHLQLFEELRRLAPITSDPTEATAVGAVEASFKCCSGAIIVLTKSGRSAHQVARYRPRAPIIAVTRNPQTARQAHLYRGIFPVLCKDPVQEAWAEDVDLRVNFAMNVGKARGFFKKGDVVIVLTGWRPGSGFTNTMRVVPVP
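Purified hPK-M2 (>95% pure) converted ADP (0.1 mM final) to ATP with 0.5 mM PEP in 50 mM imidazole pH7.2, KCl, MgCl2, Tween 20, BSA; 1 h at room temperature. ATP detected by Kinase-Glo luminescence.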
PTAP TSG101 blk – qHTS Assay for Iinhibitors of HIV-1 Budding by Blocking the Interaction of PTAP/TSG101. AID 493005, 2010. Tumor susceptibility gene 101 protein (Homo sapiens), Q99816. 340,000 tested, under 10 active. Fluorescence polarization, FITC-PTAP peptide / Tsg101 binding. Potency, µM (doses to about 115 µM), without a hit: at the top dose activity change, negative = inhibition, actives largely listed as inhibitors; active = well fitted inhibition curve with a large enough effect in the main read-out, with a control signal flat, not every such curve was filed as active; inconclusive = small, poorly fitted or top-dose-only effect, or effect the other way, or a change in a side signal; inactive = no such curve, though single readings can be large or run the other way; note: potency is the fitted concentration of half-maximal effect; % of control where 0% means no effect
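Fluorescence polarization binding of Tsg101 binding domain (10 uM final) to FITC-labeled PTAP peptide (50 nM final) in HEPES pH 7.5 buffer with NaCl, Tween 20, EDTA, TCEP. Compounds added before peptide; binding 20 min at RT.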
Tb PFK inh – qHTS Assay to Find Inhibitors of T. brucei phosphofructokinase. 330,000 compounds, 0.17% hits. Potency, µM (top dose mostly 57.5 µM), for inactives: at the top dose activity, negative = inhibition, most hits filed as inhibitors. T. brucei PFK, ADP-Glo luminescence. ATP-dependent 6-phosphofructokinase (Trypanosoma brucei brucei), O15648;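 note: potency is the fitted concentration of half-maximal effect; 0% = uninhibited 1x PFK enzyme wells and -100% = no-enzyme wells; nearly all actives have a fitted effect of over 60% in size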
Target sequence (O15648 whole entry, looked up): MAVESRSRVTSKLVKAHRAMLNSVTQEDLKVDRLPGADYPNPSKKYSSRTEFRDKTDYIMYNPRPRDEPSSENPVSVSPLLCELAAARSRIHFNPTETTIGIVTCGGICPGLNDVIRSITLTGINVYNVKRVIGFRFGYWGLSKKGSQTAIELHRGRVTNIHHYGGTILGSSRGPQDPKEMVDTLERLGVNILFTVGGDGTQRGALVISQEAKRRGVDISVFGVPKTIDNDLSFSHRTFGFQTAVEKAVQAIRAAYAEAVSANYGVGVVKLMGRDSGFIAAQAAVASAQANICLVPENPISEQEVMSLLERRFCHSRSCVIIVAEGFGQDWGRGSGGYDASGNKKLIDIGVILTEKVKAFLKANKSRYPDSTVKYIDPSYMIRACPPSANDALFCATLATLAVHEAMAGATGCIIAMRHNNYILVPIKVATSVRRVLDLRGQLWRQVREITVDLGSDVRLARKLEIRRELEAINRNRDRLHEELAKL
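Compounds were pin-transferred as a titration series up to 57 uM into substrate buffer (0.5 mM F6P, 0.1 mM ATP, pH 8.0), then 1.25 nM PFK was added and reactions ran 45 min before ADP-Glo detection.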
FBPA coupling cs – qHTS Assay for Inhibitors of Fructose-1,6-bisphosphate Aldolase from Giardia Lamblia: Coupling assay counterscreen; coupling enzyme system counterscreen, AmpLite Red fluorescence; activity change, negative = inhibition, % at 58.2 µM, hits read low; 290,000 compounds, 0.67% hits; in the data active = activity change below about -30%; note: % is set by controls: 0 for no effect and ±100 for the full control effect
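Counterscreen lacking aldolase: glyceraldehyde-3-phosphate coupling-enzyme reagent preincubated 10 min at RT with compound (at 57.5 uM final), then substrate/coupling system with AmpLite Red added; fluorescence read at 525/598 nm after 20 min RT.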
Menin-MLL TR inh – qHTS Assay for Inhibitors Targeting the Menin-MLL Interaction in MLL Related Leukemias: Competition With Texas Red Labeled MLL-derived Mutant Peptide; Menin + Texas Red MLL mutant peptide, fluorescence polarization; Potency, µM (series often up to 61.6 µM), for the others: top-dose FP activity change, negative = inhibition, actives largely listed as inhibitors; 270,000 compounds, 0.23% hits; AID 1768, 2009; active = well fitted inhibition curve with a large enough effect in the polarisation, with a control signal flat, not every such curve was filed as active; inconclusive = small, poorly fitted or top-dose-only effect, or effect the other way, or a change in a side signal; inactive = no such curve, though single readings can be large or run the other way; the % refers to the polarisation; note: potency is the fitted concentration of half-maximal effect; % of control where 0% means no effect; many of its hits are not listed in these tables
* = called active by the depositor; ? = inconclusive; nt = not tested or not shown; [ ] = dose if it differs, or a comment. Unless noted, calls come from the whole dose curve; as a rule, active = well fitted curve in the direction sought with a large enough effect; inconclusive = small, poorly fitted or top-dose-only effect, or another doubt; inactive = no such curve, though single readings can be large; an effect the other way counts as inactive or inconclusive. These rows are one share of the data; count on the stated rates, not on these rows.

Structure	S-ASM inh	Giardia kill	B2AR arrestin	Chronic BCR inh	GALK inhibitor	Integrin act MD	PKM2 act	PTAP TSG101 blk	Tb PFK inh	FBPA coupling cs	Menin-MLL TR inh
COc1ccc(S(=O)(=O)N2CCOCC2)cc1NC(=O)C1CC1	6%	3	-0.4%	-1%	nt	24%	nt	-7%	1%	nt	nt
CCOC(=O)CN(Cc1sccc1C)C(=O)Nc1ccc(OCC)cc1	3%	-2	-0.5%	3%	0%	14%	-7%	-6%	1%	0	-6%
COc1cccc(/C=C/C(=O)OCCN2C(=O)c3ccccc3C2=O)c1	-2%	6	0.0%	-1%	4%	-37%	nt	0%	1%	1	7%
O=C(NCCC1=CCCCC1)c1cnsn1	-1%	-8	-0.8%	?	1%	-23%	-11%	-5%	2%	4	7%
CC(C)CN(C(=O)COC(=O)CCc1c[nH]c2ccccc12)c1c(N)n(Cc2ccccc2)c(=O)[nH]c1=O	0%	-13	-0.1%	-9%	nt	6%	nt	0%	0%	nt	nt
CCc1ccc(C(=O)COC(=O)c2cncc(Br)c2)cc1	-1%	-14	-0.3%	0%	0%	22%	3%	1%	1%	0	-4%
COc1ccc(CCN2C(=NC(=O)C(C)C)SC3CS(=O)(=O)CC32)cc1OC (stereo unspecified)	3%	-4	0.1%	-11%	1%	3%	-7%	-1%	0%	1	nt
Cc1ccc(S(=O)(=O)NCCC(=O)Nc2nnc(C)s2)cc1	-1%	-5	nt	nt	6%	26%	-7%	-3%	nt	5	-6%
CCOC(=O)c1c(C)[nH]c(C(=O)OC/C(O)=C(\C#N)c2nc3ccccc3[nH]2)c1C	-1%	0	0.0%	?	-2%	6%	4%	0%	1%	-1	?
CCCn1c(/N=C/c2ccccc2O)nc2ccccc21	-1%	3	0.3%	-13%	3%	13%	-2%	-1%	-7%	-2	?
O=C(CN1C(=O)c2ccccc2S1(=O)=O)c1ccccc1	0%	5	0.1%	?	0%	10%	3%	1%	22%	5	16%
Cc1ccc(NC(=O)CCCCCN2C(=O)c3ccccc3C2=O)nc1	2%	0	2.0%	4%	nt	13%	-1%	-2%	2%	-5	-1%
CC1CCN(c2c(NCc3ccc(C(=O)N4CCN(C5CCCCC5)CC4)cc3)c(=O)c2=O)CC1	4%	-1	-1.0%	-1%	nt	-4%	-8%	-1%	-1%	5	-2%
C=C1CCN([C@H](C(=O)OCc2ccc(C)cc2)C(C)C)S(=O)(=O)c2ccccc21	-3%	5	-0.3%	2%	-1%	0%	0%	-3%	3%	-2	nt
COc1ccc(CN(Cc2ccc(C(=O)O)cc2)C(=S)Nc2ccccc2C)cc1OC	-6%	8	-0.4%	9%	-2%	0%	0%	-3%	-7%	3	-2%
NCCCCCc1nnc(SCC(N)=O)o1	5%	-15	-0.1%	-20%	0%	23%	2%	-1%	-1%	2	8%
COc1cc(/C=N/n2cnnc2)ccc1Oc1nc(Cl)ncc1F	-3%	4	-0.3%	-1%	1%	0%	-2%	-1%	0%	0	0%
Cn1c(SCC(=O)N2CCCc3ccccc32)nc2ccccc2c1=O	-6%	13	-0.2%	?	-4%	-49%[inhibitor]	2%	-5%	-6%	-2	14%
O=C1SCCC1NC(=O)C(c1ccccc1)c1ccccc1 (stereo unspecified)	1%	-9	3.3%	12%	-2%	34%	10%	-1%	1%	0	nt
Cc1ccc(C)c(C(=O)c2ccccc2NC(=O)c2ccccn2)c1	-9%	12	-0.1%	-5%	6%	-37%	8%[11.5 µM]	1%	0%	5	11%
COC(=O)c1cc2sc(Cl)cc2n1CC(=O)Nc1cccc(SC)c1	-3%	0	0.4%	-25%	1%	7%	3%	-3%	-4%	1	?
COc1ccc(S(=O)(=O)N2CCN(c3ccccn3)CC2)cc1[N+](=O)[O-]	-3%	48[activator]	-0.3%	0%	4%	-35%	0%	-1%	-4%	8	nt
O=c1[nH]c(CN2CCN(S(=O)(=O)c3ccccc3C(F)(F)F)CC2)nc2sc3c(c12)CCCC3	-16%	-28	-0.6%	0%	2%	1%	-8%	5%	-2%	-7	-16%
CN(C)S(=O)(=O)c1cccc(NC(=S)N/N=C/C2CC=CCC2)c1 (stereo unspecified)	-2%	12	0.2%	0%	12%	-18%	-4%	-1%	-7%	2	3%
CCc1nnc(NC(=O)c2cc(C)nc3ccccc23)s1	3%	-7	0.3%	0%	-8%	0%	-1%	-1%	-2%	0	0%
Cc1ccc2c(CN3CCC(C(N)=O)CC3)cc(=O)oc2c1C	25%	13	-0.2%	0%	12%	-8%	1%	-3%	-6%	3	4%
O=S(=O)(Nc1ccc(Cl)cc1)c1ccc(N2CCOCC2)c(NC(=S)NCCN2CCOCC2)c1	5%	-5	-0.2%	0%	4%	1%	-1%	1%	?	-15	1%
CC1(C)CC(=O)C/C(=N\NC(=O)C2CC23CCC3)C1 (stereo unspecified)	9%	-2	-0.2%	6%	1%	10%	0%	2%	16%	1	1%
O=C(c1ccco1)N1CCN(C(=O)c2ccc(Cn3cc(Br)cn3)o2)CC1	5%	16	-0.1%	4%	-2%	19%	?	0%	0%	0	2%
O=C(Nc1cccc(S(=O)(=O)N2CCCC2)c1)c1cccnc1	7%	-6	-0.6%	0%	0%	-3%	1%	1%	0%	nt	nt

Shown with two lines to a compound: entries from further up
Each structure is followed by: S-ASM inh	Giardia kill	B2AR arrestin	Chronic BCR inh	GALK inhibitor	Integrin act MD	PKM2 act	PTAP TSG101 blk	Tb PFK inh	FBPA coupling cs	Menin-MLL TR inh
- CC1CCN(c2c(NCc3ccc(C(=O)N4CCN(C5CCCCC5)CC4)cc3)c(=O)c2=O)CC1
→ 4%	-1	-1.0%	-1%	nt	-4%	-8%	-1%	-1%	5	-2%
- C=C1CCN([C@H](C(=O)OCc2ccc(C)cc2)C(C)C)S(=O)(=O)c2ccccc21
→ -3%	5	-0.3%	2%	-1%	0%	0%	-3%	3%	-2	nt

The listing continues:
Structure	S-ASM inh	Giardia kill	B2AR arrestin	Chronic BCR inh	GALK inhibitor	Integrin act MD	PKM2 act	PTAP TSG101 blk	Tb PFK inh	FBPA coupling cs	Menin-MLL TR inh
N=c1c2c(n(Cc3ccc(Br)cc3)c3c1CCC3)CCCC2	-1%	7	-3.2%	?	1%	-57%[inhibitor]	7%	-11%	0%	0	-2%
O=C(NCc1ccc2c(c1)OCO2)C12CN(Cc3ccccc3)CC1C(c1cccc([N+](=O)[O-])c1)=NO2 (stereo unspecified)	2%	4	-0.3%	?	0%	2%	6%	-1%	0%	2	?
O=C(Nc1ccc(Cl)cc1)C1CC=CCC1C(=O)OCC(F)(F)C(F)F (stereo unspecified)	0%	-9	0.3%	0%	2%	-20%	-9%	-9%	-2%	6	3%
CCCCN(C(=O)C1CSC2(C)CCC(=O)N12)c1c(N)n(Cc2ccccc2)c(=O)[nH]c1=O (stereo unspecified)	2%	3	8.0%	2%	nt	25%	nt	0%	-2%	nt	nt
Cc1cc(C)nc(NC(=S)Nc2ccc(F)cc2F)c1	3%	11	-0.1%	8%	-2%	2%	1%	-2%	-4%	3	-12%
Nn1c(SCc2ccc(F)cc2)nnc1-c1ccccn1	1%	-9	-0.2%	?	5%	-13%	-3%	0%	-1%	0	nt
CCNC(=O)c1c(C)[nH]c(C(=O)OCC)c1C	1%	27	-0.5%	-4%	-2%	5%	-9%	-9%	-1%	-3	2%
O=C(Cc1ccc(S(=O)(=O)N2CCOCC2)s1)Nc1nc2c(s1)CCCC2	0%	-7	-0.4%	14%	3%	2%	?	-3%	-15%	-59*	?

As entered above:
In B2AR arrestin, `Nn1c(SCc2ccc(F)cc2)nnc1-c1ccccn1` reads -0.2%
In S-ASM inh, `Cc1cc(C)nc(NC(=S)Nc2ccc(F)cc2F)c1` reads 3%
